ADAM17 inh: ADAM17 inhibitors, primary screen, biochemical, QFRET; Disintegrin and metalloproteinase domain-containing protein 17 (Homo sapiens), P78536; recombinant ADAM17, EDANS/DABCYL FRET peptide cleavage; inhibition, % at 6.95 µM; 370,000 tested, 0.83% active;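 active = inhibition above the mean of compounds lying between control limits plus 3 SD, set per campaign, cut at about 8.5% in these data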;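 note: 0% = DMSO-only wells as the low control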
TDP2 inh: human TDP2 enzyme inhibitors, primary screen, biochemical, epi absorbance, recombinant enzyme. T5PNP hydrolysis, p-nitrophenol absorbance 415 nm. 370,000 tested, 0.34% active. Tyrosyl-DNA phosphodiesterase 2 (Homo sapiens), O95551. AID 720702, 2013. inhibition, % at 12.8 µM;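 active = inhibition above the mean of all tested compounds plus 3 SD, set per campaign, cut at about 25% in these data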;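 note: 0% = DMSO with enzyme and 100% = buffer with substrate but no TDP2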
Target sequence (O95551 whole entry, looked up): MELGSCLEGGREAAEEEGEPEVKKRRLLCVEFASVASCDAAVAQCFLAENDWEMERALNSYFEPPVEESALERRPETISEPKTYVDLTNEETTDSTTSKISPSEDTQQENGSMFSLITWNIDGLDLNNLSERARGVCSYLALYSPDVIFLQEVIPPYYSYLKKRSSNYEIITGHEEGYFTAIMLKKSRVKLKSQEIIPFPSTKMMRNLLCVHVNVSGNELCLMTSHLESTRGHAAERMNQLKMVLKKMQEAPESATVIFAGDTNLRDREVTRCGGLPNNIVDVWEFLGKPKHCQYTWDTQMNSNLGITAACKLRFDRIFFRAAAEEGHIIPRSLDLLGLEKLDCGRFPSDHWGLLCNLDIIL
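Material: recombinant human TDP2; quantity: TDP2 enzyme at 120 nM final; medium: Tris-HCl pH 7.5 with MgCl2; compound: single concentration, 12.8 µM nominal, with 1% DMSO; incubation: 2 h enzyme incubation at 37 °C; signal: epi absorbance; measure: percent inhibition; benchmarks: high control without enzyme, low control DMSO plus TDP2; repeats: singlicate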
PLCb3 inh: human PLC-beta3 inhibitors, primary screen, biochemical, fluorescence | 1-phosphatidylinositol 4,5-bisphosphate phosphodiesterase beta-3 (Homo sapiens), Q01970 | Purified PLC-beta3, fluorogenic substrate | inhibition, % at 12.2 µM | 370,000 tested, 0.18% active | AID 720704, 2013; in the data active = inhibition above about 11%;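 note: 0% = median of compound wells on plate and 100% = full blocker control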
ARFGAP1 inhibitor: inhibitors of rat ARFGAP1 GAP activity, primary screen, biochemical, fluorescence polarization, GDP tracer; ADP-ribosylation factor GTPase-activating protein 1 (Rattus norvegicus), Q62848; Arfgap1-stimulated ARF1 GTP hydrolysis, GDP FP detection; inhibition, % at 16.5 µM; 360,000 tested, 0.26% active; AID 651572, 2012;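 active = inhibition above a per-plate limit, mean inhibition of low control wells plus 3 SD, cut at about 25% in these data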;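 note: 0% = DMSO wells with enzyme and 100% = wells lacking Arfgap1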
Target sequence (Q62848 1-136 limits assumed): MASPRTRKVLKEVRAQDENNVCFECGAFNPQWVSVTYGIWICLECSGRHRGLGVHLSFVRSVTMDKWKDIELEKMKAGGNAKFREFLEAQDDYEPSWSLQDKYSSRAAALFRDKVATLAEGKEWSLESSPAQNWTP
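Assay system: Rat Arfgap1 GAP domain (His6, aa 1-136), purified enzyme | Buffer or medium: HEPES 25 mM pH 7.5, NaCl 150 mM, MgCl2, DTT | Schedule: GTP hydrolysis reaction 2 h at 25 °C | Signal: FP of antibody-bound GDP Alexa 633 tracer, ex 620/em 688 nm | Measure: Percent inhibition of Arfgap1-stimulated GTP hydrolysis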
SIAE inh: human SIAE inhibitors, primary screen, biochemical, fluorescence polarization, FP-Rh probe, 1536-well HTS | SIAE FP-Rh probe binding | AID 1053197, 2014 | inhibition, % at 9.66 µM | 370,000 tested, 0.69% active | Sialate O-acetylesterase (Homo sapiens), Q9HAT2;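 active = inhibition above a cutoff: mean of compounds within the control limits plus 3 SD of those, cut at about 17% in these data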;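 note: 0% = plate median of compound wells and 100% = probe without SIAE protein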
Target sequence (Q9HAT2 whole entry, looked up): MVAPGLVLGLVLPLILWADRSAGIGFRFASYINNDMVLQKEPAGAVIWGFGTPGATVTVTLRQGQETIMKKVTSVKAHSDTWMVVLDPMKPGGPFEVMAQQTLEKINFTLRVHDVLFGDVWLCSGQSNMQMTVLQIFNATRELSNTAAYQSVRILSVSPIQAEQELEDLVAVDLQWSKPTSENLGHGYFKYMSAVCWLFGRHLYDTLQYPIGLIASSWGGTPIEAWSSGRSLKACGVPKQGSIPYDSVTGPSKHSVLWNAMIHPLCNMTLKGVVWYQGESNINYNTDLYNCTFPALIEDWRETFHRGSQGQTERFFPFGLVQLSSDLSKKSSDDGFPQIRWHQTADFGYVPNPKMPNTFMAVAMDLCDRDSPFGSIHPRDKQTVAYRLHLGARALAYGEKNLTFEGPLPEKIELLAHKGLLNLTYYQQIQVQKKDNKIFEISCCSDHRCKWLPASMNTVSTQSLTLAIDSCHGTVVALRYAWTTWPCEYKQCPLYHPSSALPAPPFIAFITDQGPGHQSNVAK
ADAM10 inh: human ADAM10 inhibitors, primary screen, biochemical, QFRET, HTS | AID 720582, 2013 | inhibition, % at 7 µM | recombinant ADAM10, EDANS/DABCYL FRET peptide cleavage, 3 h | Disintegrin and metalloproteinase domain-containing protein 10 (Homo sapiens), O14672 | 370,000 tested, 0.62% active;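 active = inhibition above a per-campaign cutoff equal to the mean of compounds falling between control-based bounds plus 3 SD, cut at about 20% in these data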;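 note: 0% = DMSO wells while the 100% control is not disclosed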
DDE Tn7 FP inh: inhibitors of Tn7 peptide binding to fibrin DD(E), primary screen, biochemical, fluorescence polarization, human fibrin, Tn7 probe; Fibrinogen beta chain (Homo sapiens), P02675; FP displacement of FITC-Tn7 peptide from fibrin DD(E); 0% = median of compound wells per plate; inhibition, % at 8.3 µM; 370,000 tested, 0.13% active; AID 720508, 2013;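 active = inhibition above the mean of compounds falling within the control limits plus 3 SD of them, cut at about 14% in these data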;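 note: 0% = plate median of compound wells and 100% = 10 µM Aha-Tn7 peptide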
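Also added: labelled Tn7 tracer, 0.1 µM; Assay system: human fibrin DD(E) protein; Amount: 2 µM fibrin DD(E); Schedule: 10 min compound pre-incubation, 3 h probe incubation at room temperature; Repeats: one replicate per compound; Read-out basis: percent inhibition; Measured by: fluorescence polarization of the labelled Tn7 tracer.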
ASAP1 GAP inh: inhibitors of human ASAP1 ArfGAP activity, primary screen, biochemical, fluorescence polarization. Arf-GAP with SH3 domain, ANK repeat and PH domain-containing protein 1 (Homo sapiens), …. ASAP1-stimulated ARF1 GTP hydrolysis, GDP FP detection. inhibition, % at 16.5 µM. 360,000 tested, 0.19% active; in the data active = inhibition above about 25%;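 note: 0% = vehicle with enzyme and substrate and 100% = no enzyme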
DDE Tn6 FP inh: inhibitors of Tn6 peptide binding to fibrin DD(E), primary screen, biochemical, fluorescence polarization, human fibrin, Tn6 probe; inhibition, % at 8.3 µM; 370,000 tested, 0.21% active; AID 720509, 2013; Fibrinogen beta chain (Homo sapiens), P02675; Fibrin DD(E) TRITC-Tn6 fluorescence polarization displacement;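 active = inhibition above a per-campaign cutoff: mean of compounds within control limits plus 3 SD, cut at about 15% in these data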;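 note: 0% = median of all compound wells on the plate and 100% = blocking peptide control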
PLC-gamma1 inh: PLC-gamma1 enzyme inhibitors, primary screen, biochemical, fluorescence, purified enzyme. 1-phosphatidylinositol 4,5-bisphosphate phosphodiesterase gamma-1 (Homo sapiens), P19174. fluorogenic substrate. inhibition, % at 12.2 µM. 370,000 tested, 0.84% active; in the data active = inhibition above about 9.5%
The depositor's hits bear a star; · = not tested or not shown.

SMILES	ADAM17 inh	TDP2 inh	PLCb3 inh	ARFGAP1 inhibitor	SIAE inh	ADAM10 inh	DDE Tn7 FP inh	ASAP1 GAP inh	DDE Tn6 FP inh	PLC-gamma1 inh
CC(c1ccco1)N(C(=O)C12CC3CC(CC(C3)C1)C2)c1ccccn1 (stereo not drawn)	-3	4	2	5	-13	2	6	-5	4	2
O=C(c1ccc(CNS(=O)(=O)c2cccc(Cl)c2)cc1)N1CCCC1	-1	-7	3	-5	-2	0	-3	-6	0	-3
CC1CCN(C(=O)CCCNC(=O)Cn2cnc3sc4c(c3c2=O)CCCC4)CC1	-2	7	3	-2	6	3	3	-11	0	4
CCOc1nc(-c2ccccc2Cl)ccc1C#N	-3	1	-2	-5	1	-2	-6	-2	-3	2
Clc1ccccc1-c1nnc(-c2cccs2)o1	-10	5	-1	1	4	-17	-1	-4	-3	-1
Cc1ccccc1CC1(CO)CCCN(C(=O)c2ccoc2)C1 (stereo not drawn)	-3	-1	1	-3	1	-16	1	1	2	4
Cc1cc(NC(=O)c2cccc(N3C(=O)CCC3=O)c2)no1	-2	-2	-1	6	-3	-4	-2	-18	-2	-1
CCOC(=O)c1cc2nc(-c3ccccc3)cc(C)n2n1	-59	8	-441	-2	5	-144	6	-4	-14	-395
COc1ccccc1OCCC(=O)OCC(=O)NC(C)c1ccccc1 (stereo not drawn)	-2	-6	-1	-8	-4	-4	0	1	-4	-2
COc1ccc2o/c(=N/NC(=O)c3cccs3)c(C(N)=O)cc2c1	-13	0	-32	17	-8	-28	-8	14	-2	-32
O=C(NNC(=O)c1ccncc1)Nc1ccc([N+](=O)[O-])cc1	-1	1	4	9	-5	-2	-1	-12	-2	2
O=C(CSc1cc([N+](=O)[O-])cc(S(=O)(=O)Cc2ccccc2)c1)NC1CC1	1	-5	1	5	7	1	-7	-1	2	3
CC(C)(C)c1ccc(OC(=O)c2ccc3snnc3c2)cc1	6	-14	2	-6	-4	11	-3	-8	-8	10*
Cc1nn(-c2ccccc2)c(Cl)c1C(=O)NCc1cccs1	1	5	-1	8	1	2	-5	-6	-4	-2
CCn1cc([N+](=O)[O-])c(=O)c2cc(F)c(N3CCOCC3)cc21	1	-20	-7	-4	1	3	-6	10	6	-5
Cc1ccc(C(=O)Nc2nnc(CC(=O)N/N=C/c3ccncc3)s2)cc1	-3	-5	-27	-12	-12	-8	3	8	-2	-20
Cc1ccccc1N(C(=O)c1ccccn1)C(C(=O)NCc1ccccc1)c1ccncc1 (stereo not drawn)	0	1	0	3	-2	-1	0	17	-9	2
CN(c1ccccc1)S(=O)(=O)c1cccc(C(=O)Nc2cccc(C(=O)NC3CC3)c2)c1	9.2*	-22	4	-5	-22	2	3	7	-6	9
CCCCOC(=O)c1ccc(Nc2ccc([N+](=O)[O-])cn2)cc1	2	-6	3	4	5	4	-1	1	11	5
O=C(Nc1nnc(CCS(=O)(=O)c2ccc3ccccc3c2)s1)c1ccc([N+](=O)[O-])cc1	-2	-2	4	5	1	4	1	2	1	5
C[C@@H]1CN([C@@H](C)CO)S(=O)(=O)c2ccc(Br)cc2O[C@H]1CN(C)C(=O)c1ccncc1	0	4	3	6	2	-1	5	6	-5	1
O=C(COC(=O)[C@@H]1CCCN1S(=O)(=O)c1ccccc1F)c1ccccc1	-4	-2	1	1	0	-2	-7	-2	8	0
CC[C@]1(C(=O)OC)[C@H]2C(=O)N(C)C(=O)[C@H]2[C@H]2CN(C)C(=NC3CCCCC3)N21	-1	-5	1	5	1	1	-7	7	-2	1
COC(=O)c1c(NC(=O)CN(c2ccccc2)S(C)(=O)=O)sc2c1CCCC2	5	3	0	5	-5	16	-1	5	-8	0
Cc1ccc(S(=O)(=O)/N=C2/NC(=O)/C(=C/c3ccccc3)S2)cc1	2	29*	-2	5	-22	2	2	-12	6	1
COC(=O)c1nonc1NCn1nnc2ccccc21	1	-6	3	2	1	3	-7	5	-4	7
Cn1nc(C(C)(C)C)cc1C(=O)N1CCCCC1c1cc(C(=O)NCc2ccccc2)no1 (stereo not drawn)	2	-8	6	1	4	-2	-2	-3	-4	2
O=C(CNc1ccc(F)cc1)N/N=C1\CCc2ccccc21	-6	-1	-3	6	6	-5	3	2	-4	-2
CCOC(=O)c1cnn(-c2nc(CC)nc3sc4c(c23)CCC4)c1N	5	2	1	13	2	-10	-5	2	-4	2
CCOc1cc(N2CCOCC2)c(OCC)cc1NC(=O)COc1cccc(CC)c1	-4	-5	-4	14	0	-2	-4	0	-8	0
O=C(Cc1c[nH]c2ccccc12)Nc1ccc(Nc2cccnc2)c(Br)c1	1	-4	-3	-4	8	10	-6	10	-1	-3
CCCSc1nnc(CNS(=O)(=O)c2ccc(C)cc2)n1C	3	-2	-3	-12	2	-11	-3	1	-3	-2
Cc1c(NC(=O)COc2ccc(C(C)C)cc2)c(=O)n(-c2ccccc2)n1C	-3	16	-5	-7	-5	0	4	6	-1	0
CC1(C(=O)Nc2ccc3c(c2)OCO3)CCN1C(=O)Cc1cccc2ccccc12 (stereo not drawn)	4	3	3	9	-3	4	-4	-3	-3	0
O=C(CN1CCN(c2nc(-c3ccccc3)cs2)CC1)Nc1ccc(Cl)cc1	4	11	0	·	-6	10	-8	·	-2	1
CCOc1ncccc1C(=O)Nc1ccc2c(c1)OCCO2	-3	-5	-1	-15	2	-11	-5	1	-6	1
Cc1ccc(C(=O)NNC(=S)NC(=O)c2ccco2)cc1	2	-13	-4	-4	2	4	4	-9	5	-1
CCc1ccc2c(c1)NC(=O)C2(C)Cc1ccc(Cl)cc1 (stereo not drawn)	0	-12	4	-9	-2	5	-5	-12	8	1
CN(CC(=O)Nc1cccc(F)c1)C(=O)/C=C/c1ccc(S(=O)(=O)N2CCCCCC2)cc1	6	-7	-4	15	-8	10	-9	8	2	-44
CC(C)NC(=O)N(C)C[C@H]1OCc2cnnn2CCCC(=O)N([C@@H](C)CO)C[C@H]1C	-2	3	2	-2	-6	-2	-3	9	2	3
CC(=O)NC(Cc1ccc2c(c1)OCO2)C(=O)N1CCCN(C(C)=O)CC1 (stereo not drawn)	-2	3	0	·	1	-7	3	·	-1	5
CCN(CC)S(=O)(=O)c1cccc(N=Nc2c(O)c3ccccc3oc2=O)c1	-3	2	-9	-6	4	-3	0	3	2	1
CC(C)C1C(C#N)=C(N)Oc2n[nH]c(C(C)(C)C)c21 (stereo not drawn)	-3	-1	-2	-9	-4	1	8	-9	3	-2
COc1ccc(-c2csc(NC(=O)CN3C(=O)CCC3=O)n2)c(OC)c1	-1	2	1	2	-4	-2	2	5	2	1
COc1ccc(C(=O)Nc2ccc3[nH]ccc3c2)cc1	-1	11	-5	-2	16	-2	9	1	2	-4
Cc1ccc(-c2csc(NC(=O)c3ccc(C)o3)n2)cc1	3	-11	-29	-3	-8	-2	-5	16	-2	-30
COC(=O)c1cccc(NC(=O)c2ccc(S(=O)(=O)N3CCN(C)CC3)cc2)c1	-4	0	4	-3	2	-1	1	13	4	3
CC(CC(=O)NCc1ccc(Cl)cc1)c1ccccc1 (stereo not drawn)	-1	4	0	-3	-5	-6	7	-4	6	-1
Cc1ccc(CC(=O)Nc2cccc(C(=O)Nc3c(C)n(C)n(-c4ccccc4)c3=O)c2)cc1C	-2	13	-1	-13	10	-3	12	1	3	3
O=C(CCn1c(=O)sc2ccccc21)Nc1nccs1	-2	3	2	-2	-1	3	-1	14	1	-2
O=S(=O)(NN=C1CCCCCCC1)c1ccccc1	2	-9	6	2	-2	0	-6	3	-1	3
O=S(=O)(c1ccc(-c2csc(Nc3ccc(Br)cc3)n2)cc1)N1CCCC1	-4	6	-14	5	7	-18	2	7	3	-9
Fc1ccc(-c2nc3c4ccccc4ccn3c2Cc2ccsc2)cc1	-7	3	-21	12	-6	-34	2	-4	13	-15
Cc1ccc2nsnc2c1S(=O)(=O)N(CCO)Cc1cc2cc3c(cc2[nH]c1=O)OCCO3	-44	10	-110	14	-3	-120	3	21	-7	-84
CCn1nnc2cc(C(=O)Nc3cc(S(C)(=O)=O)ccc3Cl)ccc21	-1	-6	-5	4	-12	-8	5	-17	5	-5
COc1ccc(NC(=O)Nc2ccc3nc(C)c(C)nc3c2)cc1	-1	3	-89	9	-8	3	-3	9	-8	-61
O=C(NCc1ccccn1)[C@@H]1CCCN1C(=O)[C@@H]1CCCN1C(=O)c1c(F)cccc1F	-1	18	4	1	1	3	-1	11	-6	4
O=C(O)CCC(=O)NCCn1c(-c2ccccc2)csc1=Nc1ccccc1	1	-2	0	-3	0	-9	1	-1	-2	1
Cn1c(=O)c(C(=O)CN2CCCCCC2)c(N)n(Cc2ccccc2)c1=O	1	-21	-1	5	-6	5	-9	8	0	6
CCOc1cc(C=NN2CCCCCC2)ccc1O	-4	-1	-6	3	10	-13	4	-7	0	-1
O=C(CSc1nc2ccccc2c(=O)n1-c1ccc(Cl)cc1)c1ccco1	0	7	0	6	-4	2	6	-1	-4	-1
Cc1cc(C)nc(N2CCC(C(=O)NCc3ccccc3)CC2)n1	4	-15	6	-8	-2	4	-7	11	-4	9
NC(N)=NS(=O)(=O)c1ccc(NC(=S)NC(=O)c2ccccc2)cc1	-2	2	-55	0	-5	-1	4	7	6	-1
